# High-throughput results (PubChem)
# MEKK2wt PB1 HTS: modulators of MEK5 binding to wildtype MEKK2, primary screen, biochemical, multiplex bead flow cytometry, Alexa488-MEK5; AID 1531, 2009; 1.1% of 290,000 active; binding response (% of control), % at 10 µM; Alexa488-MEK5 binding to MEKK2 WT; actives lie on both sides; Mitogen-activated protein kinase kinase kinase 2 (Homo sapiens), Q9Y2U5; in the data active means binding response below about 67% or above about 130%
# GPR7 antagonist: GPR7 receptor antagonists, primary screen, cell-based, fluorescence, single concentration. 1.1% of 290,000 active. inhibition, % at 4.4 µM. Neuropeptides B/W receptor type 1 (Homo sapiens), P48145. GPR7-expressing cells, fluorescence antagonist assay; in the data active means inhibition above about 16%, passing the limit was not always enough;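 further: cells stimulated with the agonist NPW; 0% = agonist with vehicle and 100% = vehicle without agonist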
# M18AAP inhibitor: PfM18AAP inhibitors, malaria aminopeptidase, primary screen, biochemical, QFRET, recombinant enzyme; AID 1822, 2009; inhibition, % at 7.35 µM; 1.2% of 290,000 active; H-Glu-NHMec fluorogenic cleavage; M18 aspartyl aminopeptidase (Plasmodium falciparum 3D7);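 active means inhibition above the campaign mean inhibition over all tested compounds plus 3 SD, cut at about 28% in these data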;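 further: 0% = plate median of test compound wells and 100% = 2 mM ZnCl2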
# DNA FID counter: compounds displacing fluorescent DNA intercalator, primary screen, artefact control for HCV NS3 helicase inhibitor project, biochemical, FID fluorescence; DNA fluorescent intercalator displacement; 0.17% of 290,000 active; inhibition, % at 7.9 µM; in the data active means inhibition above about 37%;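 further: 0% = vehicle and 100% = reference compound; higher means more ethidium bromide displaced from hairpin DNA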
# PHOSPHO1 block: PubChem AID 1565; Phosphoethanolamine/phosphocholine phosphatase (Homo sapiens), Q8TCT1; 1.1% of 290,000 active; recombinant PHOSPHO1, absorbance phosphatase assay; inhibition, % at 13.3 µM; in the data active means inhibition above about 60%
# Target sequence (Q8TCT1 whole entry, looked up): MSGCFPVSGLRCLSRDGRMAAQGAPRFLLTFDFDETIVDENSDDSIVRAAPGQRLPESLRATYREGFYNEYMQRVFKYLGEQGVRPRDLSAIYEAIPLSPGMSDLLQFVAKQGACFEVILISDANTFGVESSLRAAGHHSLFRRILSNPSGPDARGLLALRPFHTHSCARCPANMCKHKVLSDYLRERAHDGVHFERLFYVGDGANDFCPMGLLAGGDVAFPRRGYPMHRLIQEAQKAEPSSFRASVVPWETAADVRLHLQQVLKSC
# NALP1 yeast inh: NALP1 inflammasome inhibitors in reconstituted yeast, colorimetric, S. cerevisiae, triplicate retest | S. cerevisiae NALP1/ASC/caspase-1 growth, X-gal OD620, 72 h | inhibition, % at 10 µM | 0.61% of 280,000 active | AID 2071, 2009; in the data active means inhibition mostly above about 24%, no sharp cut-off; inactive means mostly below about 32%; further: some compounds called inactive have numbers as strong as hits
# OXTR ag: human OXTR agonists, primary screen, fluorescence, CHO-OTR cells, Fluo-8 calcium. Fluo-8 calcium fluorescence; normalized: DMSO 0%, oxytocin 100%. AID 2435, 2010. 0.32% of 320,000 active. Oxytocin receptor (Homo sapiens), P30559. activation, % at 3 µM;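 active means activation above the mean of all tested compounds plus 3 SD, cutoff set per screening run, cut at about 20% in these data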;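 further: peak over basal fluorescence ratio from a 100 s FLIPR kinetic read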
# MEKK3 PB1 HTS: modulators of MEKK3-MEK5 PB1 binding, primary screen, biochemical, wildtype MEKK3, multiplex bead flow cytometry, Alexa488-MEK5; Mitogen-activated protein kinase kinase kinase 3 (Homo sapiens), Q99759; bead-based flow cytometry, Alexa488-MEK5 binding to MEKK3; actives lie on both sides; 0 = blocked by unlabeled MEK5, 100 = vehicle; binding response (% of control), % at 10 µM; 1.4% of 290,000 active; AID 1529, 2009;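 active means binding response more than 3 SD above or below the average of its plate-row segment, actives on both sides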;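 further: Alexa488 bead fluorescence after subtracting the streptavidin-only scavenger bead signal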
# Target sequence (Q99759 whole entry, looked up): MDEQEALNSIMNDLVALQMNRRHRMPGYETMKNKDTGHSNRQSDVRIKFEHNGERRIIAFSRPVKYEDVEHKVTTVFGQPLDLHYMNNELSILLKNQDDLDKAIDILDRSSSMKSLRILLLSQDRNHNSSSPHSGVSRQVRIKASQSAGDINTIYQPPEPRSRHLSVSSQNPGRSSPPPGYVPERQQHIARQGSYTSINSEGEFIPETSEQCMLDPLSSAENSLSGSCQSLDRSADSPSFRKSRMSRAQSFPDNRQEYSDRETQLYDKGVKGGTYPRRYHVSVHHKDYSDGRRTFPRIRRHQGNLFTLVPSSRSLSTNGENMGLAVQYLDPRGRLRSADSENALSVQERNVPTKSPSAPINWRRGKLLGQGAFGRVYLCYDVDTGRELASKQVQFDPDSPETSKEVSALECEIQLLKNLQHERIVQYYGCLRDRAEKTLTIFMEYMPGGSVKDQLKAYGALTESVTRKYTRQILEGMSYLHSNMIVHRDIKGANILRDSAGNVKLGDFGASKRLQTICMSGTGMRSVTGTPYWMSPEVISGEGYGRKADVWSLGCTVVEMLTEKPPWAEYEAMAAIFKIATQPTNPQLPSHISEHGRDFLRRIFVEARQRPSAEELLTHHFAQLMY
# MEKK2 mut-MEK5: MEK5 binding signal on mutant MEKK2 PB1, primary screen, biochemical, multiplex bead flow cytometry, Alexa488-MEK5. AID 1530, 2009. 0.35% of 290,000 active. percent response, % at 10 µM. Alexa488-MEK5 binding to MEKK2 mutant; in the data active means percent response above about 24%, passing the limit was not always enough; further: inactives centre near 1; some results filed as inactive read as strong as hits; reference of the scale not given here
# Active calls of the source: *; x = no result given; [ ] = another dose, or the depositor's remark. Not a hit list; any-hit rate near 6.2%.
SMILES,MEKK2wt PB1 HTS,GPR7 antagonist,M18AAP inhibitor,DNA FID counter,PHOSPHO1 block,NALP1 yeast inh,OXTR ag,MEKK3 PB1 HTS,MEKK2 mut-MEK5
Cn1c(=O)oc2cc(S(=O)(=O)N3CCCC(C(=O)NCCN4CCOCC4)C3)ccc21 (stereo unspecified),114,-5,-8,3,-2,-19,0.3,108,3
O=C(CCCc1nc2ccccc2s1)NCc1ccccc1F,99,-2,2,-17,0,44,-1.0,96,-2
COc1ccc(S(=O)(=O)N2CCC(C(=O)NCC3CCCO3)CC2)cc1 (stereo unspecified),103,2,-4,-2,3,22,0.6,100,4
COC(=O)c1cc2ccccc2c(=O)s1,101,-11,-1,-6,5,x,-1.3,103,17
CC(CC(=O)NC1CCCCC1)S(=O)(=O)c1ccc2c(c1)CCN2C(=O)C1CC1 (stereo unspecified),103,9,-9,-45,17,5,-0.2,101,1
Nc1nonc1-c1nc2ccccc2n1CC(=O)N/N=C/c1ccc(-c2ccccc2C(=O)O)o1,100,-13,10,-21,37,-10,-0.5,105,-2
CC1(C)Cc2ccccc2-c2nc(NN)[nH]c(=O)c21,103,-1,23,-12,38,16,0.0,102,1
Fc1ccc(-c2nnc(-n3nnc4ccccc43)c3ccccc23)cc1,96,0,-5,-2,x,x,-0.3,97,-4
C=CCNC(=O)COc1ccc(S(=O)(=O)NC2CCCCC2)cc1,94,-6,-3,-9,9,10,0.2,95,-1
CC(NC(=O)COc1ncnc2cc([N+](=O)[O-])ccc12)c1ccccc1 (stereo unspecified),96,-4,-2,11,-4,32,2.0,110,-2
CCCn1c(=O)[nH]c(=O)c2c1nc(-c1ccccc1OC(F)F)n2CCOC,83,-8,-2,-2,3,-2,1.1,83,-9
CCN1C(=O)CSC1=Nc1ccc(OC)cc1,97,-16,-5,1,18,-2,-0.7,97,1
Cc1ccc(-c2noc(CN3C(C)CCCC3C)n2)cc1 (stereo unspecified),102,0,-13,-2,10,14,-0.7,103,-4
Cc1cnc(NC(=O)c2ccncc2)s1,81,-2,-15,-5,48,4,0.6,79,-6
COc1ccc(N(CC(=O)NCc2ccccc2)S(C)(=O)=O)cc1,100,-2,-4,-4,-5,13,-0.9,96,-3
COc1ccc2cc3c(N)nn(C(=O)c4cccc([N+](=O)[O-])c4)c3nc2c1,95,-8,-9,0,-11,24,-1.2,116,-2
O=C(CSc1n[nH]c(-c2cccs2)n1)N1CCN(S(=O)(=O)c2ccc3ccccc3c2)CC1,104,-10,-11,-13,11,20,0.8,104,10
O=C(NCCc1ccccc1)c1ccc(NCC2CCCO2)c([N+](=O)[O-])c1 (stereo unspecified),95,11,-5,-13,6,10,-1.6,93,-10
Cc1c(CNC(=O)c2cnn3c2NC(c2ccc(Br)cc2)CC3C(F)(F)F)cnn1C (stereo unspecified),103,3,1,-40,-3,15,7.5,99,-4
CC(C)C[C@@H](CO)N1CCN(CCc2ccccc2)CCC1=O,107,1,-3,-19,-7,-5,0.2,101,-1
Cc1ccnc(NC(=O)C2CCCN(c3ncnc4c3nc3n4CCCCC3)C2)c1 (stereo unspecified),84,-5,-17,-50,43,10,-1.3,94,-14
CCOc1ccc(CNCc2ccc(C(=O)O)cc2)cc1OC,102,-8,-6,-2,42,19,0.4,101,3
CCCN1C(=O)/C(=C\C=C2/C=CN(CC)c3ccccc32)SC1=S,52,21*,19,22,-6,7,0.4,88,-4
O=c1cnnc(SCCc2ccccc2)[nH]1,97,-4,6,4,22,24,1.0,107,-4
CC(C)CCC(C(=O)O)C(C)CC(=O)Nc1ccn(-c2ccccc2)n1 (stereo unspecified),98,-11,-10,-42,6,8,-0.5,102,0

# Reformatted with two lines to a compound: part of the list above
# Value order – MEKK2wt PB1 HTS, GPR7 antagonist, M18AAP inhibitor, DNA FID counter, PHOSPHO1 block, NALP1 yeast inh, OXTR ag, MEKK3 PB1 HTS, MEKK2 mut-MEK5
COC(=O)c1cc2ccccc2c(=O)s1
→ 101, -11, -1, -6, 5, x, -1.3, 103, 17
O=c1cnnc(SCCc2ccccc2)[nH]1
→ 97, -4, 6, 4, 22, 24, 1.0, 107, -4
CC(CC(=O)NC1CCCCC1)S(=O)(=O)c1ccc2c(c1)CCN2C(=O)C1CC1 (stereo unspecified)
→ 103, 9, -9, -45, 17, 5, -0.2, 101, 1

# Other results follow:
SMILES,MEKK2wt PB1 HTS,GPR7 antagonist,M18AAP inhibitor,DNA FID counter,PHOSPHO1 block,NALP1 yeast inh,OXTR ag,MEKK3 PB1 HTS,MEKK2 mut-MEK5
CC1CCCCC1NC(=O)COC(=O)c1ccc(N(C)C)cc1 (stereo unspecified),109,-7,-10,-20,14,-7,0.2,103,5
CCCn1c(C)cc(C(=O)COc2ccc(S(=O)(=O)N(CC)CC)cc2[N+](=O)[O-])c1C,104,-10,-4,-13,-7,8,-0.5,103,-1
Cc1ccc(-c2csc(N3CCN(c4cc5c(cc4Cl)nc(C)n5CCN4CCCCC4)CC3)n2)cc1,148*,-1,17,12,-13,8,-2.0,107,46*
O=C(CN1CCc2cc3c(cc2C1)OCCCO3)Nc1cccc([N+](=O)[O-])c1,102,17,35*,25,15,2,-0.8,97,-3
Cc1cc(=O)oc2c(C)c(OCC(=O)NC3CCN(Cc4ccccc4)CC3)ccc12,111,16,5,20,48,14,0.5,102,5
COc1cc(CNC2CCCCCCC2)cc(Cl)c1OCC(N)=O,105,1,-15,10,30,13,1.0,98,0
Cc1cc(C(=O)N(C)Cc2ccc(Br)cc2)no1,101,2,5,-3,85*,10,-1.2,98,0
c1ccc2oc(NC3=NCN(CC4CCCO4)CN3)nc2c1 (stereo unspecified),97,-13,1,-5,-21,4,-0.3,100,-4
COc1ccccc1CNC(=O)[C@H](C)N1C(=O)N2CCc3c([nH]c4ccccc34)[C@@]2(C)C1=O,97,8,2,-46,40,18,5.0,102,1
O=c1[nH]c(SCc2ccccc2[N+](=O)[O-])nc2nc[nH]c12,50,-2,12,-3,25,2,0.3,45*[inhibitor],12
CCc1nnc(SCC(=O)Nc2ccc(F)cc2)o1,97,-2,-6,-3,12,2,-0.2,102,-2
CC(C)C(=O)Nc1ccc(NC(=O)CCc2ccccc2)cn1,87,23*,-4,-8,1,-10,1.4,95,-11
COc1cccc(NC(=S)N2CCN(Cc3ccccc3)CC2)c1,96,-6,0,-2,-27,13,0.8,101,-1
CC(C)c1ccc(N2C(=O)/C(=C/N(C)C)SC2=S)cc1,62*[inhibitor],-7,3,-4,28,x,38*,100,6
COc1cc2c(cc1OC)-c1cc(Nc3ccc4c(c3)OCCO4)nc(=O)n1CC2,102,-13,4,-21,-14,8,-1.4,101,3
CCOC(=O)N1CCN(C(=O)CSCC(=O)Nc2nc(-c3ccc(-c4ccccc4)cc3)cs2)CC1,94,-6,-5,-1,-18,29,11,101,0
CN(C)c1ccc(/C=N\NC(=O)c2cccc3cc[nH]c23)cc1,101,0,-3,-11,28,4,-2.0,116,19
CCc1ccccc1NC(=O)NC1CCCCCCC1,98,-3,2,-27,23,-9,x,102,0
COC(=O)c1ccc(OCCn2cnc3ccccc3c2=O)cc1,106,-1,3,-20,-8,24,1.2,103,7
Cc1cccc(NC(=S)NCc2ccccc2)c1C,97,9,-1,-9,x,-6,-1.3,95,1
COc1ccc(C(CC(=O)N2CCOCC2)c2c(OC)cc(OC)c3c(-c4ccccc4)cc(=O)oc23)cc1 (stereo unspecified),97,x,x,x,13,16,0.9,95,1
CCC(Sc1nc2ccccc2c2nc3ccccc3n12)C(=O)NCc1ccco1 (stereo unspecified),x,-3,-4,-3,-5,12,-0.7,x,x
COc1cccc(CNC(=O)C(C)n2nc(C)n3c(cc4occc43)c2=O)c1 (stereo unspecified),100,-14,-3,-18,38,15,-0.1,102,1
CCOc1ccc(NC(=O)CC2C(=O)N(CC)C(=S)N2NC(=O)c2ccncc2)cc1 (stereo unspecified),98,-7,11,-8,22,x,-0.8,92,-15
CCCS(=O)(=O)N1CCN(Cc2ccc([N+](=O)[O-])cc2)CC1,100,6,2,6,-1,18,0.1,98,3

# Structural class: those above with bromine.
SMILES,MEKK2wt PB1 HTS,GPR7 antagonist,M18AAP inhibitor,DNA FID counter,PHOSPHO1 block,NALP1 yeast inh,OXTR ag,MEKK3 PB1 HTS,MEKK2 mut-MEK5
Cc1c(CNC(=O)c2cnn3c2NC(c2ccc(Br)cc2)CC3C(F)(F)F)cnn1C (stereo unspecified),103,3,1,-40,-3,15,7.5,99,-4
Cc1cc(C(=O)N(C)Cc2ccc(Br)cc2)no1,101,2,5,-3,85*,10,-1.2,98,0

# Next part:
SMILES,MEKK2wt PB1 HTS,GPR7 antagonist,M18AAP inhibitor,DNA FID counter,PHOSPHO1 block,NALP1 yeast inh,OXTR ag,MEKK3 PB1 HTS,MEKK2 mut-MEK5
CC(=O)c1c(C)nc(-c2ccccc2)n1O,96,3,3,3,35,30,0.3,99,-3
N#C/C(=C(/O)CSc1ccccc1C(=O)O)c1nc2ccccc2s1,100,-10,7,-7,19,-2,0.8,103,0
O=C(Cn1c(=O)c2c(ncn2C2CCCC2)n(Cc2ccccc2)c1=O)N1CCc2ccccc21,101,-12,-12,-4,-42,5,-2.4,102,2
COc1cc(OC)c(-c2cc(C(=O)O)ccc2OC)c(OC)c1,98,-11,7,3,8,8,0.8,99,-2
CCN(Cc1cnn(C)c1)C(=O)c1cc(COc2ccc(F)cc2F)on1,109,0,0,-19,34,x,-0.6,106,6
Cc1cc(C)n(CC2CC(=O)N(c3cc(Cl)cc(Cl)c3)C2=O)n1 (stereo unspecified),121,4,1,-10,-1,19,-1.2,102,14
COc1ccc(Cc2nnc(NC(=O)CSc3ccc(C)cc3)s2)cc1OC,101,-8,2,-7,26,3,57*,98,9
Nc1ncc(-c2ccccc2)n1CC1CCCO1 (stereo unspecified),95,-4,-2,-3,18,-4,0.7,100,-3
O=C(Nc1ccc2nc(-c3ccc4nc[nH]c4c3)[nH]c2c1)c1cccs1,110,-5,5,16,39,22,-1.1,98,3

# Whole records from above. Screens in order: MEKK2wt PB1 HTS	GPR7 antagonist	M18AAP inhibitor	DNA FID counter	PHOSPHO1 block	NALP1 yeast inh	OXTR ag	MEKK3 PB1 HTS	MEKK2 mut-MEK5
# Results for `COc1cc(CNC2CCCCCCC2)cc(Cl)c1OCC(N)=O` = 105	1	-15	10	30	13	1.0	98	0
# Results for `CC(NC(=O)COc1ncnc2cc([N+](=O)[O-])ccc12)c1ccccc1` (stereo unspecified) = 96	-4	-2	11	-4	32	2.0	110	-2

# A few values from above:
# DNA FID counter result of CC(C)CCC(C(=O)O)C(C)CC(=O)Nc1ccn(-c2ccccc2)n1 (stereo unspecified) is entered as -42
# M18AAP inhibitor result of CCCn1c(C)cc(C(=O)COc2ccc(S(=O)(=O)N(CC)CC)cc2[N+](=O)[O-])c1C is entered as -4
# NALP1 yeast inh result of Cc1ccc(-c2csc(N3CCN(c4cc5c(cc4Cl)nc(C)n5CCN4CCCCC4)CC3)n2)cc1 is entered as 8
# MEKK3 PB1 HTS result of Fc1ccc(-c2nnc(-n3nnc4ccccc43)c3ccccc23)cc1 is entered as 97
